Source: PubChem (several laboratories)
p97 inhibitor: inhibitors of human p97 ATPase, primary screen, biochemical | Transitional endoplasmic reticulum ATPase (Homo sapiens), P55072 | hit rate 0.42% among 220,000 | inhibition, % at 8 µM | recombinant p97 ATPase, Kinase-Glo ATP luminescence, 3 h | AID 1481, 2009; in the data active means inhibition above about 15%;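 further: 0% = DMSO vehicle and 100% = wells lacking enzyme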
Ba/F3 V617F tox: reduced viability of JAK2V617F-dependent Ba/F3 cells, primary screen, JAK2V617F inhibitor project, cell-based, Ba/F3 EpoR-JAK2V617F, luminescence | ATP luminescence | hit rate 1.1% among 220,000 | inhibition, % at 5.6 µM;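 active means inhibition above the campaign mean plus 3 SD over all tested compounds, cut at about 24% in these data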;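 further: cytokine-independent growth of Ba/F3 cells driven by EpoR plus mutant JAK2; 0% = DMSO-treated cells and 100% = JAK inhibitor I control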
RBBP9 inh: human RBBP9 inhibitors, primary screen, biochemical, fluorescence polarization, FP-Rh probe, HTS; recombinant RBBP9; inhibition, % at 7.94 µM; hit rate 0.2% among 220,000;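 active means inhibition above the campaign mean of all tested compounds plus 3 SD, cut at about 14% in these data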;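 further: plate controls were DMSO wells with RBBP9 for no effect and wells lacking RBBP9 protein for full effect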
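Test system: recombinant human RBBP9; Timing: 30 min then 45 min, 25 °C; Detection: fluorescence polarization; Control set: RBBP9 with DMSO as uninhibited control, no-protein wells as full inhibition; Compound dosing: one concentration, 7.94 µM nominal, 0.794% DMSO; Probe or stimulus: FP-Rh activity-based probe, 375 nM before mixing.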
Furin inhibitor: human furin inhibitors, primary screen, biochemical, fluorescence intensity; inhibition, % at 30 µM; P09958; hit rate 0.061% among 220,000; AID 463115, 2010; purified furin, fluorogenic substrate cleavage; in the data active means inhibition above about 25%; further: inactives centre near -15
Target sequence (P09958 108-714 limits assumed): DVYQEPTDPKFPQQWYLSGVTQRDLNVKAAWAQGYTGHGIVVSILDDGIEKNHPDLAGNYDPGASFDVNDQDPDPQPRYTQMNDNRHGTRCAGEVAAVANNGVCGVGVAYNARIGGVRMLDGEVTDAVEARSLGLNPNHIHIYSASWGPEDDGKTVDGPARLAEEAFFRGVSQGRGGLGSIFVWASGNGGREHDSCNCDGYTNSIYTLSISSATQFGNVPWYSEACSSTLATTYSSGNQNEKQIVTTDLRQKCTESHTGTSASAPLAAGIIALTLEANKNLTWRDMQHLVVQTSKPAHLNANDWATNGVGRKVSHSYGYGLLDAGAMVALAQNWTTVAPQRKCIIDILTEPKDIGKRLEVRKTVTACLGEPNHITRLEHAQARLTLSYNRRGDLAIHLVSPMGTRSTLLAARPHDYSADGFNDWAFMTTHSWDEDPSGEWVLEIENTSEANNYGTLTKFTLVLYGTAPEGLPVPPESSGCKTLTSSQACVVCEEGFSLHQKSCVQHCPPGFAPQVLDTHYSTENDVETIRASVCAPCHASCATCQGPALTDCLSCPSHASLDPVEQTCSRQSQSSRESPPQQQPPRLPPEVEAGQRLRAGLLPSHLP
BaF3 tox: parental Ba/F3 cell viability inhibition, counter-screen for JAK2V617F inhibitor project, murine pro-B, CellTiter-Glo luminescence. CellTiter-Glo ATP luminescence. hit rate 1.1% among 220,000. AID 1486, 2009. inhibition, % at 5.6 µM;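 active means inhibition above a per-campaign cutoff, the mean inhibition of all tested compounds plus 3 SD, cut at about 27% in these data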;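 further: 0% = DMSO wells and 100% = JAK Inhibitor I control wells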
PPC-1+TRAIL kill: compounds killing PPC-1 cancer cells with TRAIL present, primary screen, TRAIL potentiator project, ATPLite luminescence, uHTS; hit rate 0.41% among 220,000; PPC-1 cells + TRAIL, ATPLite viability luminescence; cell killing (% activity), % at 4 µM;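 active means cell killing above 50% in the first pass at 4 µM, then a duplicate retest at 5 µM averaging 50% or more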;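 further: plate controls were cells with TRAIL plus DMSO for no effect and medium-only wells lacking cells for full effect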
TbHK1 inh: Trypanosoma brucei hexokinase 1 inhibitors, primary screen, biochemical, G6PDH-coupled NADH absorbance, MLSCN library. hexokinase 1 [Trypanosoma brucei]. recombinant TbHK1, G6PDH-coupled NADH A340. inhibition, % at 10 µM. hit rate 0.11% among 220,000. AID 1430, 2008;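 active means inhibition of 50% or more in the single-dose primary screen; inactive means inhibition below 50%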
EP2 antag: human EP2 receptor antagonists, primary screen, TR-FRET cAMP, C6 glioma cells; C6 glioma cells expressing human EP2; cells stimulated with saturating PGE2; inhibition, % at 25 µM; hit rate 0.52% among 260,000; AID 1422, 2008;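 active means percent inhibition above 40 after rounding to a whole number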;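 further: rat C6 glioma host cells with rolipram phosphodiesterase inhibitor present; the protocol text gives 20 µM as final concentration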
NCF1 inh: p47phox/p22phox peptide binding inhibitors, primary screen, biochemical, uHTS, NADPH oxidase regulatory subunit; fluorescence polarization, 2 h; Neutrophil cytosol factor 1 (Homo sapiens), P14598; hit rate 0.53% among 220,000; inhibition, % at 24.7 µM;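 active means inhibition above about 30%, limit read from the data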;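 further: 0% = p47phox with labelled peptide and 100% = labelled peptide alone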
Target sequence (P14598 whole entry, looked up): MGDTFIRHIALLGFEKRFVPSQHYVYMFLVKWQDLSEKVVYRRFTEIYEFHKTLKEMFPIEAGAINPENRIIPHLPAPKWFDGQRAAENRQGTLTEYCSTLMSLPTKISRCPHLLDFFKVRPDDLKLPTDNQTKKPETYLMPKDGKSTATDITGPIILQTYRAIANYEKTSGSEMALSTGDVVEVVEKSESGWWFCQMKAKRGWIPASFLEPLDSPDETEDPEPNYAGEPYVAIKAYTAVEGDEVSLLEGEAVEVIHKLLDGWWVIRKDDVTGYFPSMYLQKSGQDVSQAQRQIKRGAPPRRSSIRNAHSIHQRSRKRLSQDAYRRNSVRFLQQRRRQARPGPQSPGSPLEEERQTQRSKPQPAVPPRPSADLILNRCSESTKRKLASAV
An asterisk follows results filed as active; x = not tested or not shown; & = joins results of further samples; [ ] = dose if it differs, or a comment. Some of the compounds tested; rates above refer to the full screens.

SMILES	p97 inhibitor	Ba/F3 V617F tox	RBBP9 inh	Furin inhibitor	BaF3 tox	PPC-1+TRAIL kill	TbHK1 inh	EP2 antag	NCF1 inh
CN1C(=O)/C(=C/c2ccco2)SC1=Nc1cccc(C(=O)O)c1	2	-1	-2	4	6	-8	-29	9	0
O=C(NC1CCCCCC1)c1ccc(CN2CCOCC2)cc1	-3	6	-1	-4[20 µM]	7	9	6	x	-8
COCCn1c(C)cc(C2=NNC(=NC(C)(C)C)SC2)c1C	0	0	-2	-13	5	23	-20	5	2
O=C(O)/C=C/C(=O)Nc1cccc(C(F)(F)F)c1	-6	6	-9	-15	5	-15	5	4	9
CC(C)CNS(=O)(=O)c1ccc(CC(C)C)cc1	-1	1	-10	-18	6	0	2	0	-5
O=C(CSc1nccc(-c2cccs2)n1)Nc1cccc(Cl)c1Cl	-2	1	-6	-9	-1	3	8	9	-20
COc1cccc2sc(Nc3nc(-c4ccccn4)cs3)nc12	5	51*	-3	-7	53*	26[5 µM]	-31	10	-34
Cc1cc(C(=O)NCCCN2CC(C)CC(C)C2)n(-c2ccccc2)n1 (stereo not given)	6	-3	-4	-28	2	-12	0	9	5
CCc1ccc(OCCNC(=O)c2cccs2)cc1	-1	3	3	-14[20 µM]	6	5	-2	11	-5
Cn1c(SCCOc2ccccc2F)nc2ccccc2c1=O	-1	-3	0	-16	5	12	-2	3	-7
CCOC(=O)N1CCC(NC(=O)C2CCN(C(=O)N3CC(C)Oc4ccc(C)cc43)CC2)CC1 (stereo not given)	-7	0	6	-20[20 µM]	3	-4	-5	4	-3
Cn1c(=O)c2c(nc(OCc3cccnc3)n2Cc2c(F)cccc2Cl)n(C)c1=O	1	0	-5	-22[20 µM]	5	27	-3	13	0
COc1ccc(NC(=O)C(C)N(c2ccc(C)cc2)S(C)(=O)=O)c(OC)c1 (stereo not given)	2	2	-10	-21[20 µM]	4	6	-5	14	-7
C=CCn1c(N)cc(=O)nc1SCC(=O)Nc1ccc2ccccc2c1	-6	0	-8	-19[20 µM]	-2	18	-3	11	-13
COc1ccc(S(=O)(=O)N(C)CC(=O)Nc2ccccc2SC)cc1Cl	-14	3	-13	-8[20 µM]	3	19	8	10	-9
C=CCNC(=S)N/N=C(\C)c1ccccn1	2	98*	-2	-13[20 µM]	91*	33[5 µM]	-4	7	-10
CN(C)S(=O)(=O)N1CCN(C(=O)N(c2ccccc2)c2ccccc2)CC1	1	-5	-9	-16[20 µM]	-1	16	-5	14	-8
Brc1ccc2nc(N3CCCC3)sc2c1	-5	-3	-7	1	0	-2	-5	5	-4
COCCNC(=O)/C(C#N)=C\c1ccc(CNS(=O)(=O)c2ccccc2)o1	4	-2	-6	3	8	x	-49	16	-5
Cc1ccc(NC(=O)COC(=O)Cc2csc(-c3ccc(Cl)cc3)n2)cc1C	-1	-5	5	-24	0	13	0	9	1
CC1CC(=O)Nc2ccccc2N1C(=O)Nc1ccc(F)cc1F (stereo not given)	7	-4	-1	-16	0	5	2	10	-5
CCC(C)NC(=O)CCNS(=O)(=O)c1ccc(Br)cc1 (stereo not given)	6	-1	-3	-1	8	-1	-3	5	-17
C=CCn1c(SCC(=O)N2CCCC2)nc2cc(C(=O)NCC3CCCO3)ccc2c1=O (stereo not given)	8	-2	-4	-11	5	13	-8	10	-5
CC1CN(Cc2nc3c(c(=O)n(C)c(=O)n3C)n2CC(=O)c2ccccc2)CC(C)O1 (stereo not given)	-5	9	0	-3[20 µM]	10	-8	7	12	-11
CC(C)c1ccccc1NC(=O)c1cccnc1	-1	0	-2	-27	1	13	-2	8&14	-12

Arranged by the number under NCF1 inh (low to high): three from the list above.
SMILES	p97 inhibitor	RBBP9 inh	Furin inhibitor	TbHK1 inh	NCF1 inh
CC(C)c1ccccc1NC(=O)c1cccnc1	-1	-2	-27	-2	-12
CC1CN(Cc2nc3c(c(=O)n(C)c(=O)n3C)n2CC(=O)c2ccccc2)CC(C)O1 (stereo not given)	-5	0	-3[20 µM]	7	-11
C=CCNC(=S)N/N=C(\C)c1ccccn1	2	-2	-13[20 µM]	-4	-10

The list goes on.
SMILES	p97 inhibitor	Ba/F3 V617F tox	RBBP9 inh	Furin inhibitor	BaF3 tox	PPC-1+TRAIL kill	TbHK1 inh	EP2 antag	NCF1 inh
C=CCNC(=S)Nc1ccc(N(C)C)cc1	4	-1	8	-19	-3	21	-10	18	-3
COc1cc(/C=N/NC(N)=O)ccc1OCC(=O)Nc1ccc(C)c(C)c1	3	3	-7	-17	5	-23	-11	5	7
O=S(=O)(Nc1ncnc2sc3c(c12)CCC3)c1ccc2ccccc2c1	0	-4	-5	-15[20 µM]	1	6	3	17	-17
COc1ccc(C2CC(=O)c3sc(N)nc3C2)cc1 (stereo not given)	4	-4	-6	-18	8	-8	-23	9	-11
O=C(Nc1ccc(Cn2cccn2)cc1)c1ccc(COc2cccc(Br)c2)cc1	0	5	-24	-8[20 µM]	11	14	-3	12	-45
CC1(C(=O)O)Oc2cccnc2NC1=O (stereo not given)	-4	0	-8	-23	3	24	-9	4	3
O=C(CC12CC3CC(CC(C3)C1)C2)N/N=C\c1ccc[nH]1	3	-2	-4	-15	-3	15	-10	1	6
O=C(c1cccc(N2C(=O)C3CC=CCC3C2=O)c1)N1CCCCCC1 (stereo not given)	-5	4	-2	-15	1	x	-1	9	20
Cc1ccsc1C(=O)OC1CCOC1=O (stereo not given)	-7	4	-7	-7	1	9	5	x	-7
COc1ccccc1NC(=O)Cn1c(=O)n(-c2ccccc2)c(=O)c2oc3ccccc3c21	1	7	-6	-15	8	13	0	9	0
C#CCOCCOCCOCCNc1nc(N2CCN(C(=O)[C@H]([C@@H](C)CC)n3cc(CCCN=C(N)N)nn3)CC2)nc(N2CCN(C(=O)[C@H](CCCCN)n3cc(CCCC)nn3)CC2)n1	9	-4	-11	-9	-2	9	20	13	7
CC(NC(=O)c1ccccc1)c1ccc(Br)cc1 (stereo not given)	-3	3	-8	-17	8	5	7	4	5
COc1ccc2sc(N3C(=O)CC(Cc4cccc(C)c4)C3=O)nc2c1 (stereo not given)	-4	2	-8	-10[20 µM]	-1	10	-1	8	-5
CC(=O)Nc1ccc(C(=O)OCC(=O)N(C)C2CCCCC2)cc1	-4	1	-7	-23	3	10	-3	6	-1
CN1CCN(CCCNC(=O)c2ccc(/C=C3/Sc4ccccc4N(Cc4cccc(Cl)c4)C3=O)cc2)CC1	-2	4	-11	-7	8	6	-16	14	78*
CCN(CC)CCNC(=O)C(=O)NCC1OCCN1C(=O)c1ccc2c(c1)OCO2 (stereo not given)	1	1	-1	0	7	23	22	11	1
COC(=O)c1ccc(C(C(=O)NCc2ccccc2)N(Cc2ccco2)C(=O)c2cnccn2)cc1 (stereo not given)	6	-4	5	-11	1	7	-9	10	-4
O=C1CC(N2CCN(CCc3ccccn3)CC2)C(=O)N1c1ccc(Cl)cc1 (stereo not given)	5	-4	-10	-14	2	21	-6	13	2
O=C(N/N=C/c1cc(Br)c(Br)s1)c1ccncc1	2	1	2	-7	11	33	-25	2	-6
COc1ccc(OCCSc2ncccn2)cc1	2	-2	-1	-18[20 µM]	1	17	0	9	-3
Cc1cc(SCCOc2ccccc2)nc(N)n1	1	-4	-2	-12[20 µM]	1	19	0	14	-5
COc1cc2c(cc1OC)C(C)N(C(=O)c1cc3ccccc3o1)CC2 (stereo not given)	-4	9	-8	-12	-2	-11	-1	0	-9
COC(=O)N1[C@H](Cc2ccccc2)C=C[C@]1(C)C(=O)O	9	-1	-3	-19	0	16	2	12	-14
CN(C)c1ccc(-n2cccc2)cc1	4	1	-4	-13	-5	7	-7	4	-4
O=C(Nc1nncs1)c1ccc(S(=O)(=O)c2ccccc2)cc1	1	-2	-6	-4[20 µM]	3	15	-2	11	-10

The list continues:
SMILES	p97 inhibitor	Ba/F3 V617F tox	RBBP9 inh	Furin inhibitor	BaF3 tox	PPC-1+TRAIL kill	TbHK1 inh	EP2 antag	NCF1 inh
CC12CCC(C(=O)O)(c3nc(C#N)c(C#N)nc31)C2(C)C (stereo not given)	3	1	-3	-24[20 µM]	4	6	-1	6	-16
O=C(Nc1ccccc1F)c1ccccc1-c1ccc(C(F)(F)F)cc1	1	-1	-9	-22	2	11	-1	2	-8
Cc1nc(C#N)c(N/N=C/c2c(F)cccc2Cl)o1	2	0	-4	-7	8	18	-18	7	-11
CC1(C)CC2(CCO1)N1CC3(C)CN2CC(C)(C1)C3=O (stereo not given)	2	-3	-1	-15[20 µM]	2	x	4	-2	x
Cc1cccc(NC(=O)C2CCCC2)c1	-1	1	-5	-14[20 µM]	1	16	3	4	3
Cc1cn(S(=O)(=O)c2cc(Br)ccc2Br)cn1	-3	2	-6	-16	2	-4	-11	3	-6
Cc1ccc(S(=O)(=O)Nc2cc(-c3ccc(Cl)cc3)nn2C)cc1	-1	0	-2	-16	-1	2	-1	8	-9

Shown in CSV form: 16 of the compounds above
canonical_smiles,p97 inhibitor,Ba/F3 V617F tox,RBBP9 inh,Furin inhibitor,BaF3 tox,PPC-1+TRAIL kill,TbHK1 inh,EP2 antag,NCF1 inh
COC(=O)c1ccc(C(C(=O)NCc2ccccc2)N(Cc2ccco2)C(=O)c2cnccn2)cc1 (stereo not given),6,-4,5,-11,1,7,-9,10,-4
O=C1CC(N2CCN(CCc3ccccn3)CC2)C(=O)N1c1ccc(Cl)cc1 (stereo not given),5,-4,-10,-14,2,21,-6,13,2
O=C(N/N=C/c1cc(Br)c(Br)s1)c1ccncc1,2,1,2,-7,11,33,-25,2,-6
COc1ccc(OCCSc2ncccn2)cc1,2,-2,-1,-18[20 µM],1,17,0,9,-3
Cc1cc(SCCOc2ccccc2)nc(N)n1,1,-4,-2,-12[20 µM],1,19,0,14,-5
COc1cc2c(cc1OC)C(C)N(C(=O)c1cc3ccccc3o1)CC2 (stereo not given),-4,9,-8,-12,-2,-11,-1,0,-9
COC(=O)N1[C@H](Cc2ccccc2)C=C[C@]1(C)C(=O)O,9,-1,-3,-19,0,16,2,12,-14
CN(C)c1ccc(-n2cccc2)cc1,4,1,-4,-13,-5,7,-7,4,-4
O=C(Nc1nncs1)c1ccc(S(=O)(=O)c2ccccc2)cc1,1,-2,-6,-4[20 µM],3,15,-2,11,-10
CC12CCC(C(=O)O)(c3nc(C#N)c(C#N)nc31)C2(C)C (stereo not given),3,1,-3,-24[20 µM],4,6,-1,6,-16
O=C(Nc1ccccc1F)c1ccccc1-c1ccc(C(F)(F)F)cc1,1,-1,-9,-22,2,11,-1,2,-8
Cc1nc(C#N)c(N/N=C/c2c(F)cccc2Cl)o1,2,0,-4,-7,8,18,-18,7,-11
CC1(C)CC2(CCO1)N1CC3(C)CN2CC(C)(C1)C3=O (stereo not given),2,-3,-1,-15[20 µM],2,x,4,-2,x
Cc1cccc(NC(=O)C2CCCC2)c1,-1,1,-5,-14[20 µM],1,16,3,4,3
Cc1cn(S(=O)(=O)c2cc(Br)ccc2Br)cn1,-3,2,-6,-16,2,-4,-11,3,-6
Cc1ccc(S(=O)(=O)Nc2cc(-c3ccc(Cl)cc3)nn2C)cc1,-1,0,-2,-16,-1,2,-1,8,-9
